MITF inh = human MITF inhibition, primary screen; AlphaScreen MITF homodimerization, bead proximity signal; inhibition, % at 2.6 µM; actives 0.91% (n = 650,000); in the data active means inhibition above about 50%;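 further: 0% = vehicle wells with protein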
Target sequence (O75030 whole entry, looked up): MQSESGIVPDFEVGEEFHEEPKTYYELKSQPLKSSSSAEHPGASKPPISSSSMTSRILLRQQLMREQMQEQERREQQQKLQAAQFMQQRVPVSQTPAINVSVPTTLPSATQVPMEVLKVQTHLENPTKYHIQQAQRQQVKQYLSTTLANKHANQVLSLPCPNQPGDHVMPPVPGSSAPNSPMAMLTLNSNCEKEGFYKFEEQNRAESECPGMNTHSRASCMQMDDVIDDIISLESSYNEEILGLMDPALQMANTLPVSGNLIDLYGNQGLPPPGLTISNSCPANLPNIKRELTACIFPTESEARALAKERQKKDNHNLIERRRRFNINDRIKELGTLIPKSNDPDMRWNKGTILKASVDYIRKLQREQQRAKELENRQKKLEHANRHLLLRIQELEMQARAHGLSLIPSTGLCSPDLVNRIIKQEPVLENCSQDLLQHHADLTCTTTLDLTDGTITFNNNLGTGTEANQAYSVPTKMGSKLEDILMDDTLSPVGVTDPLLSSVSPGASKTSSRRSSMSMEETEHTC
GPR151 ag = human GPR151 activation; PathHunter beta-arrestin GPR151 cells, luminescence; activation, % at 11.2 µM; actives 1% (n = 650,000); AID 1508602; in the data active means activation above about 4.9%;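 further: 0% = median of compound wells and 100% = cells with positive control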
Target sequence (Q8TDV0 whole entry, looked up): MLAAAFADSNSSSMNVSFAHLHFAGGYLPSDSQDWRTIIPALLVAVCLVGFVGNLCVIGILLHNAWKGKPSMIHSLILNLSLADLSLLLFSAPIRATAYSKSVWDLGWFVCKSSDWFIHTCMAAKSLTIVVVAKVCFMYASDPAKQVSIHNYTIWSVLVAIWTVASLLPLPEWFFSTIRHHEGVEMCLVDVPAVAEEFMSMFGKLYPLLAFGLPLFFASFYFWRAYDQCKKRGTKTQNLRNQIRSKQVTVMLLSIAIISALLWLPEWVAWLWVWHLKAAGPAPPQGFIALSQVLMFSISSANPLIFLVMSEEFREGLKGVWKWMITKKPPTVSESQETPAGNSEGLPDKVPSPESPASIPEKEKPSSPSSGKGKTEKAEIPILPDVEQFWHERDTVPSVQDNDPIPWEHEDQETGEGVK
TEAD-YAP block = TEAD-YAP interaction inhibition; HEK-TIYL cells, TEAD-Gal4/YAP UAS-luciferase luminescence; inhibition, % at 9.12 µM; actives 1.4% (n = 640,000); in the data active means inhibition above about 32%;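 further: 0% = median of test compound wells and 100% = reference inhibitor wells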
FBW7 act = human FBW7 E3 ligase activation, primary screen. Q969H0. AlphaScreen FBW7–phospho-cyclin E peptide binding, activator screen. normalized activity (activation), % at 26.1 µM. actives 0.13% (n = 650,000). AID 1259310; in the data active means normalized activity above about 1.9%;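 further: purified mutant Fbw7 with reduced substrate affinity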
Numbers without * were called inactive; nt = no result given.

SMILES	MITF inh	GPR151 ag	TEAD-YAP block	FBW7 act
O=C1CCSc2nc(-c3cccc([N+](=O)[O-])c3)nn21	18.2	-1.6	6.6	0.1
CC(=O)OC(C)(C)C#CCN1CCCC1	4.2	1.5	-2.2	0.7
CCn1c(=NC(=O)CN2C(=O)CCC2=O)sc2cccc(F)c21	-11.1	0.4	-1.1	-0.1
O=C(CN1CCC2(CC1)NC(=O)N(Cc1ccc(Cl)cc1)C2=O)Nc1cccc(F)c1	-14.1	-0.5	4.8	-0.1
CCCOC(=O)C1=C(C)NC2=C(C(=O)CCC2)C1c1ccc(OC)c(Br)c1 (stereo not given)	-1.6	-0.7	2.3	0.2
CCc1ccccc1OCCNCCO	27.4	0.2	-2.0	-0.1
COC(=O)c1ccc2c(=O)cc(C3=C(O)c4ccccc4C3=O)[nH]c2c1	10.7	-0.2	-8.9	-0.1
O=c1c2c(nc(SCc3ccc(F)cc3)n1-c1ccc(F)cc1)CCS2	0.7	-0.1	-3.8	0.1
O=C(CCC1CCCN(c2ncccn2)C1)NCc1ccc(F)c(F)c1 (stereo not given)	-12.6	-0.3	0.6	-0.1
CCC(=O)c1ccc(N2CCN(S(=O)(=O)c3ccccc3)CC2)c(F)c1	13.0	-0.8	-9.0	0.3
CC(C)NC(=O)NC(=O)COC(=O)c1ccc([N+](=O)[O-])cc1Cl	-4.4	0.4	0.8	-0.2
COc1ccc(C(=O)Nc2nc(C)c(C)s2)cc1OC	-3.5	-1.3	-57.5	0.5
CCOc1ccc(C(=O)NCC(=O)OCc2cc(C(C)=O)ccc2OC)cc1	-12.2	1.8	-2.5	-0.2
CSc1cccc(NC(=O)C2C3C=CC4(O3)C2C(=O)N(C(C)C)C4C(=O)NC2CCCC(C)C2C)c1 (stereo not given)	7.9	5.8*	3.7	0.0
O=[N+]([O-])c1ccccc1-c1ccc(CN2CCCCC2)o1	10.3	-0.1	-9.0	-0.1
CCOC(=O)C(C)NC(=O)c1noc2c1COc1ccc(C)cc1-2 (stereo not given)	10.8	2.5	-1.7	-0.1
Cc1ccc(C(=O)OCC(=O)c2c[nH]c3ccccc23)cc1	-0.7	-0.6	5.1	0.1
O=C(CSc1nnc(Cc2cccs2)n1CCc1ccccc1)Nc1nccs1	-11.2	0.5	-4.2	-0.2
C=CCn1c(C)cc(C(=O)CSc2nnnn2-c2ccc(O)cc2)c1C	-0.9	-0.6	-44.0	0.0
COc1ccc([N+](=O)[O-])cc1N(CC(=O)NCc1ccc(Cl)cc1)S(C)(=O)=O	3.6	1.1	-1.6	0.0
Cc1cccc(-c2nc(CS(=O)CC(=O)NCc3ccc(Cl)cc3)c(C)o2)c1 (stereo not given)	-2.8	0.9	8.7	-0.1
CCCC(=O)N1CCN(c2ccc(N)cc2Cl)CC1	17.8	1.2	3.9	0.1
CN(C)CCCNC(=O)N1CCOCC1	4.1	-1.1	-1.1	0.0
COc1ccc(C(=O)OCc2nc3sccn3c2Cl)cc1[N+](=O)[O-]	-1.8	0.8	1.1	0.1
COCC(C)Nc1nc(C)c([N+](=O)[O-])c(NCc2ccccc2)n1 (stereo not given)	6.8	-0.1	-16.1	-0.5
COc1ccc(NC(=O)C(=O)NCC2CCCN2S(=O)(=O)c2ccc(C)cc2)cc1 (stereo not given)	-14.9	1.7	60.8*	0.1
O=C(NCc1cccnc1)c1cc2cc(C3(O)CCN(Cc4cccs4)CC3)ccc2o1	3.4	-0.5	14.7	0.1
CCOc1ccccc1-n1c(=S)sc2c(=O)n(-c3ccc(C)cc3)c(SCC#N)nc21	-7.9	0.7	-1.4	0.0
O=C(CC1Nc2ccccc2NC1=O)Nc1cccc(Cl)c1 (stereo not given)	64.5*	0.6	4.1	-0.4
O=C(Nc1cc(Oc2ccc(F)cc2)cc([N+](=O)[O-])c1)C12CC3CC(C1)CC(n1cnc(Cl)n1)(C3)C2	-1.2	0.1	2.5	0.0
COc1cccc(CNC(=O)CC2C(=O)NCCN2Cc2ccc(OC)c(C)c2C)c1 (stereo not given)	-2.9	-1.5	6.9	-0.3
COc1cc2[nH]c(=S)nc(NCc3ccc(F)cc3)c2cc1OC	14.2	-1.1	-11.9	1.1
CC(C)(C)NC(=O)C12CCC3CC(CC(C3)C1)C2	3.1	-0.7	6.5	0.1
O=C(NCc1ccccn1)C1CCCN1c1nnc(N2CCCC2=O)s1 (stereo not given)	12.8	-1.8	4.9	0.0
O=C(OC1CCOC1=O)c1cc(-c2cccs2)nc2ccccc12 (stereo not given)	-9.8	1.8	3.4	0.0
COC(=O)C(NC(=O)c1ccccc1C)(Nc1ccc(Br)cn1)C(F)(F)F (stereo not given)	-6.0	-0.1	-3.2	0.1
CC1(C)CC(=O)C(c2c[nH]c3ccccc23)C(=O)C1	0.4	0.3	12.0	0.0
COc1ccc(C2NC(=O)C(C)S2)cc1 (stereo not given)	-7.3	-0.5	3.8	-0.1
O=C(Nc1cccc(Cl)c1Cl)c1cc(S(=O)(=O)NCc2ccccc2)ccc1F	7.3	1.3	-3.3	0.0
CCOC(=O)CCCNC(=O)COC(=O)/C=C/c1ccc(O)c(OC)c1	-3.7	-0.3	0.6	-0.2
COc1ccccc1N1CCN(C2CCCN(C(=O)c3ccccc3F)C2)CC1 (stereo not given)	-2.5	1.4	11.2	0.2
O=C(CS(=O)CC(=O)Nc1ccccc1-c1ccccc1)Nc1ccc(Cl)cc1 (stereo not given)	-3.1	0.0	-7.4	-0.1
CCOC(=O)c1sc(NC(=O)CCCOc2ccccc2C)c(C(=O)OCC)c1C	13.9	-0.9	-4.7	0.1
COc1ccc(CNc2sc3c(c2C(=O)Nc2cc(OC)ccc2OC)CCCC3)cc1	-0.7	-1.2	-10.4	-0.1
O=C(c1cc(-c2ccccc2)on1)N1CCCCCC1	23.3	-1.0	-66.8	0.7
CC(Oc1ccc(Br)cc1)C(=O)N/N=C/c1ccc(N(C)C)cc1 (stereo not given)	13.7	0.8	0.8	-0.1
Cc1ccc(-c2nc(CS(=O)CC(=O)NCCN3CCCCCC3)c(C)o2)cc1 (stereo not given)	-8.6	-0.9	7.9	-0.4
Cn1cc(C(=O)NCCN2CCCC2)c(=O)c2cc(S(=O)(=O)N3CCCC3)ccc21	-5.6	0.2	-4.7	-0.1
O=C(Nc1ccc(F)c(Cl)c1)c1nn2c(C(F)(F)F)cc(-c3cccs3)nc2c1Br	18.9	-0.6	1.2	0.3
CCc1ccc(Nc2nc(-c3cc4cc(Br)ccc4oc3=O)cs2)cc1	14.7	0.3	6.6	-0.1
Cc1cc2nc(C3CCCCN3C(=O)c3ccc4c(c3)n(C)c(=O)n4C)[nH]c2cc1C (stereo not given)	-3.8	-1.3	28.6	0.0
CCC(SC1=Nc2ccccc2C2=NC(Cc3c[nH]c4ccccc34)C(=O)N12)C(=O)N1CCOCC1 (stereo not given)	-4.8	1.3	-3.9	-0.3
CS(=O)(=O)N1CCC(C(=O)N2CCCCC2c2nc3ccccc3[nH]2)CC1 (stereo not given)	3.5	-0.1	3.0	-0.1
Cc1cccc(NS(=O)(=O)c2cc([N+](=O)[O-])ccc2C)c1	15.5	2.6	2.6	0.1
CC(=O)Oc1cc(C)c(OC(C)=O)c2ccccc12	-16.4	-0.3	-6.4	-0.1
O=C(Oc1ccc2c(c1)oc(=O)c1ccccc12)c1ccc(F)cc1	-6.5	-0.7	-3.4	-0.2
NC(=O)NC(=O)COC(=O)/C=C/c1cccc(Br)c1	-3.1	-0.9	-9.6	-0.2
CC(=O)c1sc(NC(=O)CSc2ccc(C)cc2)nc1C	17.2	2.2	-1.2	0.0
O=C1CC(NCCc2ccccc2)C(=O)N1c1ccc(Cl)c(Cl)c1 (stereo not given)	-13.9	0.3	-0.8	0.0
COc1ccc(CCC(=O)NC(C)c2ccccc2)cc1 (stereo not given)	-1.3	0.8	5.0	-0.1

The list goes on:
SMILES	MITF inh	GPR151 ag	TEAD-YAP block	FBW7 act
CCOC(=O)C1=C(C)N=c2s/c(=C\c3ccc(OCc4cccc5ccccc45)c(OCC)c3)c(=O)n2C1c1ccc(OC)cc1 (stereo not given)	-2.1	-1.1	-12.5	0.1
Cc1ccc(CNc2ccc3c(c2)ncn3C)cc1	3.5	-0.6	-74.9	-0.2
Cc1cc(OCC(=O)O/N=C(\N)c2ccccn2)c(C)cc1Br	0.2	0.2	-69.3	-0.1
Cc1ccc(S(=O)(=O)Oc2ccc(Br)cc2/C=C(\C#N)C(N)=O)cc1	9.6	1.1	9.0	0.1
O=C(N/N=C/c1ccccc1O)/C(=C\c1cccs1)NC(=O)c1ccccc1	-41.9	1.2	13.9	0.0
COc1ccc(/C(C)=N/NC(=O)C(C)Nc2ccccc2OC)c(OC)c1 (stereo not given)	4.5	2.0	-11.5	-0.1
CCOC(=O)N1CCN(c2c(NCCCc3ccccc3)c(=O)c2=O)CC1	-22.6	-0.5	-4.5	-0.1
COc1cccc(NC(=O)Nc2nnc(CSCc3cccc(C)c3)s2)c1	-5.9	-0.1	-7.9	-0.1
Nc1nc(SCc2cccc3ccccc23)c2[nH]cnc2n1	-4.9	-0.1	-4.3	0.1
CC1CCCC(C)N1C(=O)CCNS(=O)(=O)c1cccc2nsnc12 (stereo not given)	4.4	-0.4	4.0	0.1
C/C(=N\OCC(=O)Nc1sc2c(c1C#N)CC(C)(C)NC2(C)C)c1ccccc1	2.1	-0.5	-3.8	-0.1
COCCCNC(=O)c1ccc(I)cc1	-7.1	-0.4	-23.6	0.1
C#CCN1C(=O)S/C(=C/c2cc(C)n(CC)c2C)C1=O	6.3	-0.2	-33.5	-0.2
O=c1/c(=C/c2ccc3c(c2)OCO3)sc2nc3cc(Br)cnc3n12	-4.8	-0.4	-4.2	-0.2
Cc1ccc(NC(=O)c2cccc(N(C)C)c2)cc1NC(=O)c1ccc(O)cc1	-6.8	8.8*	nt	-0.1
COc1ccc(C(=O)O/N=C(\N)c2ccc(Cl)cc2)cc1[N+](=O)[O-]	-1.0	-0.2	-4.3	0.1
CCc1ccc(/C=C2/C(=O)N(C)C(=S)N2C)cc1	2.0	-0.1	-12.8	-0.2
O=C(C(=O)N1CCCCCC1)c1c(-c2ccccc2)cc2ccccn12	-11.8	0.9	1.9	-0.1
COC(=O)C1=C(O)/C(=C\c2cc(C)n(-c3ccccc3C(=O)OC)c2C)N=C1C	18.6	-0.4	2.8	0.7
CCS(=O)(=O)Nc1cccc(N2CCC(NCCC3=CC[C@H]4C[C@@H]3C4(C)C)CC2)c1	-5.7	-1.7	-14.1	-0.1
C=C(C)Cn1c(NCCO)nc2c1c(=O)[nH]c(=O)n2C	22.5	-0.5	2.8	0.0
COc1ccc(OC)c(/C=C/C(=O)Nc2ccc3nc(N4CCN(C)CC4)cc(C)c3c2)c1	11.9	-0.1	-48.2	-0.1
COc1ccc(C(CC(=O)NCc2ccccc2OC)NS(=O)(=O)c2ccc(Cl)cc2)cc1 (stereo not given)	-2.1	0.5	-10.1	-0.1
CCN(Cc1ccccc1)S(=O)(=O)c1ccc(F)cc1	-1.9	-1.1	10.7	0.2
Cc1ccc(NC(=O)CN(Cc2ccc(Br)cc2)S(=O)(=O)c2ccccc2)cc1C	-12.6	-1.7	-0.3	0.1
N#CC(C#N)=C(N)/C(C#N)=C(/C=C/c1ccccc1Cl)c1ccccc1	10.5	2.8	1.1	0.1
CCCCN1C(=O)C(=O)N(CC(=O)NCC23CC4CC(CC(C4)C2)C3)C1=O	-5.7	0.8	-2.2	-0.1
N#CC1(C#N)[C@H](c2ccccc2)[C@@H](C(=O)c2ccccc2)N2c3ccc(Cl)cc3C=C[C@@H]21	8.2	1.0	3.7	0.1
O=C(Nc1nccs1)C1C2/C=C\CCCCC21 (stereo not given)	-3.2	2.7	-6.6	-0.1
COc1ccc2c(c1)C(=O)CC1(CCN(C(=O)OC(C)(C)C)CC1)O2	-12.2	0.6	2.0	0.1

Reprinted from the part before: 2 compounds; new compounds follow.
SMILES	MITF inh	GPR151 ag	TEAD-YAP block	FBW7 act
O=C(Nc1nccs1)C1C2/C=C\CCCCC21 (stereo not given)	-3.2	2.7	-6.6	-0.1
COc1ccc2c(c1)C(=O)CC1(CCN(C(=O)OC(C)(C)C)CC1)O2	-12.2	0.6	2.0	0.1
COc1ccc(N2CCN(C(=O)c3sc4ncnc(N5CCC(C)CC5)c4c3C)CC2)cc1	6.5	-0.3	3.8	0.1
CCOc1ccc(Nc2cc(N3CCN(c4ncccn4)CC3)c3noc4c3c2C(=O)c2ccccc2-4)cc1	17.0	-1.7	-0.3	0.0
CCOC(=O)C1=C(C)N=c2s/c(=C/c3ccc(OCCOc4ccc(C)c(C)c4)c(OCC)c3)c(=O)n2C1c1ccc(OC)cc1 (stereo not given)	5.8	0.4	6.7	0.1
COc1ccc(C(=O)Nn2c(C)nnc2-n2nc(C)cc2C)cc1OC	5.7	0.8	-2.0	-0.1
O=C(Nc1ccc(S(=O)(=O)N2CCCCC2)cc1)C1CCCO1 (stereo not given)	2.5	1.2	-7.0	-0.1
CC1=C/C(=C/c2ccco2)C(=O)O1	65.4*	1.2	0.6	0.4

Individual results from the entries so far.
CCOc1ccc(Nc2cc(N3CCN(c4ncccn4)CC3)c3noc4c3c2C(=O)c2ccccc2-4)cc1 in GPR151 ag is listed with -1.7
CC1=C/C(=C/c2ccco2)C(=O)O1 in TEAD-YAP block is listed with 0.6
CCOC(=O)C1=C(C)N=c2s/c(=C/c3ccc(OCCOc4ccc(C)c(C)c4)c(OCC)c3)c(=O)n2C1c1ccc(OC)cc1 (stereo not given) in GPR151 ag is listed with 0.4
COc1ccc(C(=O)Nn2c(C)nnc2-n2nc(C)cc2C)cc1OC in GPR151 ag is listed with 0.8
COc1ccc(N2CCN(C(=O)c3sc4ncnc(N5CCC(C)CC5)c4c3C)CC2)cc1 in TEAD-YAP block is listed with 3.8
O=C(Nc1ccc(S(=O)(=O)N2CCCCC2)cc1)C1CCCO1 (stereo not given) in FBW7 act is listed with -0.1
